IDE exosite inh – displaces the probe from the exo-site of human IDE | 17,000 compounds, 6.3% hits | AID 1259349 | z-score at 20 µM | purified IDE, FL-6b probe fluorescence polarization; active compounds read low | P14735;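 active = z-score of -3 or lower, meaning strong loss of probe binding signal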;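 also: His-tagged human IDE residues 42-1019 made in E. coli with 30 nM FL-6b probe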
Target sequence (P14735 42-1019 limits assumed): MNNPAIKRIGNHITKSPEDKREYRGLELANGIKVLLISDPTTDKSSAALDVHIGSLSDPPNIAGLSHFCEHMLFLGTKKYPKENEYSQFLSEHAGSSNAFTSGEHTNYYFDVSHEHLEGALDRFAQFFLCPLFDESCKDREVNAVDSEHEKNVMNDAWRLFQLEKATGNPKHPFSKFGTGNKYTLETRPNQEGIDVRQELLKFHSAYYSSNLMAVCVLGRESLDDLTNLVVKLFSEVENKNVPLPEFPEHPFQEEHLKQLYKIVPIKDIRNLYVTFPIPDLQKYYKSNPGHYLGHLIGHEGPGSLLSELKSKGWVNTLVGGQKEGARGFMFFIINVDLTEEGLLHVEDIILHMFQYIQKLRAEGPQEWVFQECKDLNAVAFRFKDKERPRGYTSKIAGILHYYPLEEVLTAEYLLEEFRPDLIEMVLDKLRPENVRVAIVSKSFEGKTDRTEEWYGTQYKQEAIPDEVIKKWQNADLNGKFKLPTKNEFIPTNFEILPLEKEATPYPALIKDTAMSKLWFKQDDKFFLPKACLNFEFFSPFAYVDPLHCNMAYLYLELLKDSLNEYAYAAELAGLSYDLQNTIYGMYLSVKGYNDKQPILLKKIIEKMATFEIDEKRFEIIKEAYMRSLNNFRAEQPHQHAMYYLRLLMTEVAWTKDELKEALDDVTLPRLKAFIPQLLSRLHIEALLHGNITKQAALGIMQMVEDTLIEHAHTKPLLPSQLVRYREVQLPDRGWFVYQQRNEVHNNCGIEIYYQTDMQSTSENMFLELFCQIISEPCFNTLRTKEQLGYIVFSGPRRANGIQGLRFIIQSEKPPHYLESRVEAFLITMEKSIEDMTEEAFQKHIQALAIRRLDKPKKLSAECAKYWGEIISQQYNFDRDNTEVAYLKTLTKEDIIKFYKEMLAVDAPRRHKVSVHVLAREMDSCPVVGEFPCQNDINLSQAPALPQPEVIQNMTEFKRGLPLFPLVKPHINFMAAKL
* = called active by the depositor; & = joins results of further samples.

COCC(=O)N1[C@H](C#N)[C@H](c2ccccc2-c2cccc(F)c2)[C@@H]1CO was read as IDE exosite inh 3.3.
`COc1cccc(C#Cc2ccc([C@H]3[C@H]4CN(C(C)=O)CC(=O)N4[C@H]3CO)cc2)c1` gave IDE exosite inh -7.9*.
For O=C(C1CC1)N1CC(=O)N2[C@H](C1)[C@H](c1ccc(C#CC3CCCC3)cc1)[C@@H]2CO the results were IDE exosite inh 0.39.
`C/C=C/c1ccc(C2[C@H]3CNC[C@@H]2N3Cc2ccccc2C(F)(F)F)cc1` (some centres undefined) gave IDE exosite inh 0.72.
`COC(=O)c1ccc(CN2CC(=O)N3[C@@H](CO)[C@H](c4ccc(-c5ccccc5)cc4)[C@@H]3C2)cc1` gave IDE exosite inh 1.7.
COCC#Cc1ccc([C@@H]2[C@@H](CO)N3CCCCN(C(=O)Nc4cc(F)ccc4F)C[C@H]23)cc1 was read as IDE exosite inh 4.1.
`CO[C@@H]1CN(C)C(=O)c2cc(NC(=O)NC(C)C)ccc2OC[C@H](C)N(C(=O)CN(C)C)C[C@@H]1C` gave IDE exosite inh 1.5.
`O=C(Cc1cccnc1)N1CC(=O)N2[C@H](CO)[C@H](c3ccc(C#CC4CCCCC4)cc3)[C@H]2C1` gave IDE exosite inh -1.5.
O=C(Nc1cccc(F)c1)N1CC(=O)N2[C@H](C1)[C@H](c1ccc(Br)cc1)[C@@H]2CO was read as IDE exosite inh 0.76.
Screening O=C(C[C@H]1C[C@H]2c3cc(NC(=O)c4ccc5c(c4)OCO5)ccc3O[C@H]2[C@@H](CO)O1)NCc1ccc(Oc2ccccc2)cc1 returned IDE exosite inh 0.24.
Screening N#C[C@H]1[C@H](c2ccc(C3=CCCCC3)cc2)[C@H](CO)N1C(=O)CN1CCOCC1 returned IDE exosite inh -1.4.
`O=C(CN1CCOCC1)N1CCCCN2[C@H](CO)[C@H](c3ccc(/C=C/c4ccccc4)cc3)[C@@H]2C1` gave IDE exosite inh -9.3*.
`CS(=O)(=O)N1CC(=O)N2[C@@H](CO)[C@H](c3ccc(C#Cc4cccc(F)c4)cc3)[C@@H]2C1` gave IDE exosite inh -2.9.
`CN1CCN(C(=O)C[C@H]2C[C@H]3c4cc(NS(C)(=O)=O)ccc4O[C@H]3[C@H](CO)O2)CC1` gave IDE exosite inh 0.3.
`C[C@H]1CCCCO[C@H](CN(C)C(=O)CCCN(C)C)[C@@H](C)CN([C@@H](C)CO)C(=O)c2cc(NS(=O)(=O)c3ccc(Cl)cc3)ccc2O1` gave IDE exosite inh 0.69.
Screening CC(C)NC(=O)N1[C@H](C#N)[C@@H](c2ccc(C#CC3CC3)cc2)[C@@H]1CO returned IDE exosite inh 4.7.
Screening CC(C)(C)[S@](=O)N1Cc2cc(C(=O)N3CCOCC3)nc(-c3cccc(-c4ccc(C#N)cc4)c3)c2[C@@H]1CCO returned IDE exosite inh -0.25.
Screening CN(C)C(=O)c1cccc(-c2ccc([C@@H]3[C@@H](C#N)N(C(=O)C4CC4)[C@@H]3CO)cc2)c1 returned IDE exosite inh -3.6*.
CCCC(=O)N1CC2(C1)CN(Cc1ccccc1F)[C@H](CO)c1c2c2ccc(OC)cc2n1C was read as IDE exosite inh 0.028.
`Cc1ccc(-c2ccc([C@@H]3[C@@H](CO)N4CCCCN(C(=O)c5ccncc5)C[C@@H]34)cc2)cc1` gave IDE exosite inh 2.7.
CC[C@@H]1C/C=C\C[C@@H](c2ccc(OC)cc2OC)NC(=O)[C@H](C)CC(=O)N1 was read as IDE exosite inh 0.79.
For CN(C[C@@H]1[C@@H](c2ccccc2)[C@H](CO)N1CC1CC1)C(=O)c1ccc(F)cc1 the results were IDE exosite inh 0.72.
`C/C=C/c1ccc([C@@H]2[C@H](CO)N3C(=O)CN(C(=O)Nc4cccc(OC)c4)C[C@@H]23)cc1` gave IDE exosite inh -0.65.
C[C@H]1CCCCO[C@@H](CN(C)C(=O)c2ccncc2)[C@@H](C)CN([C@@H](C)CO)C(=O)c2cc(NC(=O)CCC(F)(F)F)ccc2O1 was read as IDE exosite inh 0.11.
CC(C)NC(=O)N1CCCCN2[C@H](CO)[C@H](c3ccc(C#Cc4ccccc4F)cc3)[C@H]2C1 was read as IDE exosite inh -4.5*.
For C/C=C/c1ccccc1[C@H]1[C@@H](CO)N(c2nc(CC)cs2)[C@H]1C#N the results were IDE exosite inh 1.1.
For CCCC#Cc1ccc([C@H]2[C@H](CO)N3C(=O)CN(C(=O)Cc4cccnc4)C[C@@H]23)cc1 the results were IDE exosite inh -1.7.
For C/C=C/c1ccccc1[C@@H]1[C@@H](C#N)N(c2nc(CC)cs2)[C@@H]1CO the results were IDE exosite inh 1.4.
Screening O=C(CC1CC1)N1CC2(C1)[C@H](c1ccccc1)[C@H](CO)N2S(=O)(=O)Cc1ccccc1 returned IDE exosite inh 0.082.
`O=C(c1ccccc1)N1CC(=O)N2[C@H](CO)[C@H](c3ccc(C#CCC4CCCC4)cc3)[C@H]2C1` gave IDE exosite inh 5.
O=C(c1cccc(F)c1)N1CCCCN2[C@H](C1)[C@H](c1ccc(C#CC3(O)CCCC3)cc1)[C@@H]2CO was read as IDE exosite inh -1.3.
Screening COc1cccc(-c2ccc(C3[C@@H]4CN(Cc5ccccn5)C[C@H]3N4)cc2)c1 (some centres undefined) returned IDE exosite inh 0.24&0.17.
Cc1noc(C)c1NC(=O)N(C)C[C@H]1OCc2cn(nn2)CCCC(=O)N([C@H](C)CO)C[C@@H]1C was read as IDE exosite inh -1.2.
Screening CO[C@@H]1CN(C)C(=O)c2cc(NC(=O)C3CCCCC3)ccc2OC[C@H](C)N(Cc2cccnc2)C[C@@H]1C returned IDE exosite inh 0.11.
For C[C@@H](NC(=O)C[C@H]1CC[C@H]2[C@@H](COC[C@H](O)CN2C(=O)Nc2cccc(Cl)c2)O1)c1ccccc1 the results were IDE exosite inh 0.29.
Screening COc1ccc(-c2ccc([C@@H]3[C@@H](C#N)N(C(=O)C4CC4)[C@H]3CO)cc2)cc1 returned IDE exosite inh 1.7.

5 compounds from above, ordered by formula weight, rising:
`O=C(c1ccccc1)N1CC(=O)N2[C@H](CO)[C@H](c3ccc(C#CCC4CCCC4)cc3)[C@H]2C1` gave IDE exosite inh 5.
O=C(c1cccc(F)c1)N1CCCCN2[C@H](C1)[C@H](c1ccc(C#CC3(O)CCCC3)cc1)[C@@H]2CO was read as IDE exosite inh -1.3.
Cc1noc(C)c1NC(=O)N(C)C[C@H]1OCc2cn(nn2)CCCC(=O)N([C@H](C)CO)C[C@@H]1C was read as IDE exosite inh -1.2.
For C[C@@H](NC(=O)C[C@H]1CC[C@H]2[C@@H](COC[C@H](O)CN2C(=O)Nc2cccc(Cl)c2)O1)c1ccccc1 the results were IDE exosite inh 0.29.
Screening CO[C@@H]1CN(C)C(=O)c2cc(NC(=O)C3CCCCC3)ccc2OC[C@H](C)N(Cc2cccnc2)C[C@@H]1C returned IDE exosite inh 0.11.

More entries:
Screening COCC#Cc1ccc([C@@H]2[C@H]3CN(C(=O)Nc4ccccc4F)CC(=O)N3[C@H]2CO)cc1 returned IDE exosite inh -2.5.
For C[C@@H]1CN([C@@H](C)CO)C(=O)c2ccccc2-c2ccccc2CO[C@@H]1CN(C)C(=O)Nc1ccnc(N2CCOCC2)c1 the results were IDE exosite inh -0.33.
Screening O=C(C1CCC1)N1CC(=O)N2[C@H](CO)[C@H](c3ccc(Br)cc3)[C@@H]2C1 returned IDE exosite inh -1.3.
For C[C@@H]1CN([C@H](C)CO)C(=O)c2cc(N(C)C)ccc2O[C@@H](C)CCCCO[C@H]1CN(C)Cc1ccc(C(=O)O)cc1 the results were IDE exosite inh 1.3.
Screening C[C@@H]1CCCCO[C@@H](CN(C)Cc2ccc(Cl)c(Cl)c2)[C@@H](C)CN([C@H](C)CO)C(=O)c2cc(NC(=O)CCCCCC(=O)Nc3ccccc3N)ccc2O1 returned IDE exosite inh 0.062.
`C/C=C/c1ccc([C@H]2[C@@H](CNCC)N(c3nc(C)c(C)s3)[C@H]2CO)cc1` gave IDE exosite inh -0.61.
O=C(C1CCOCC1)N1CC[C@@H]2[C@H](CO)Nc3ccc(-c4cccc(F)c4)cc3[C@@H]21 was read as IDE exosite inh 0.28.
`COc1ccc([C@@H]2C/C=C\C[C@@H](c3ccc4c(c3)OCO4)NC(=O)[C@@H](c3ccccc3)CC(=O)N2)c(OC)c1` gave IDE exosite inh 0.89.
Screening OC[C@H]1[C@H]2c3ccccc3NC[C@H]2N1CC1CCOCC1 returned IDE exosite inh 2.4.
`COCCNC(=O)c1cc2c(c(-c3cccc(C4=CCCCC4)c3)n1)[C@H](CCO)N([S@@](=O)C(C)(C)C)C2` gave IDE exosite inh 2.2.
C[C@@H](NC(=O)C[C@H]1C[C@H]2c3cc(NS(=O)(=O)c4ccc(F)cc4)ccc3O[C@H]2[C@@H](CO)O1)c1ccccc1 was read as IDE exosite inh -0.09.
For CN1C(=O)c2cc(NC(=O)C3CCOCC3)ccc2OC[C@H]2O[C@H](CC(=O)NCCc3ccncc3)CC[C@@H]21 the results were IDE exosite inh -1.3.

An excerpt of the results above:
C[C@@H](NC(=O)C[C@H]1C[C@H]2c3cc(NS(=O)(=O)c4ccc(F)cc4)ccc3O[C@H]2[C@@H](CO)O1)c1ccccc1 was read as IDE exosite inh -0.09.
For CN1C(=O)c2cc(NC(=O)C3CCOCC3)ccc2OC[C@H]2O[C@H](CC(=O)NCCc3ccncc3)CC[C@@H]21 the results were IDE exosite inh -1.3.

The list continues:
`Cc1ccccc1-c1ccc([C@H]2[C@@H](CO)N3CCCCN(C(=O)Nc4ccc(F)cc4)C[C@H]23)cc1` gave IDE exosite inh -7.1*.
For C[C@H]1CC(=O)NCC/C=C\C[C@@H](c2cccc(Cl)c2)NC1=O the results were IDE exosite inh -0.25.
Screening Cc1ccccc1-c1ccccc1[C@H]1[C@@H](C#N)N(C(=O)c2ccc(F)cc2)[C@@H]1CO returned IDE exosite inh 0.86.
For C[C@@H]1CCCCO[C@H](CN(C)Cc2ccc(C(F)(F)F)cc2)[C@@H](C)CN([C@@H](C)CO)C(=O)c2cc(NC(=O)Nc3cccc4ccccc34)ccc2O1 the results were IDE exosite inh -0.16.
`CCN(C[C@@H]1[C@H](c2ccccc2)[C@@H](CO)N1CC1CC1)C(=O)c1ccccn1` gave IDE exosite inh -0.83.
COc1ccc2c3c([nH]c2c1)[C@H](CO)N(C(=O)Nc1cccc(F)c1)CC31CN(CC2CC2)C1 was read as IDE exosite inh 0.21.
`CN(C)C(=O)c1cccc(-c2ccc([C@@H]3[C@H](CO)N4CCCCN(CCC(F)(F)F)C[C@@H]34)cc2)c1` gave IDE exosite inh 2.
For CC(C)CC#Cc1ccc([C@H]2[C@H]3CN(S(=O)(=O)c4ccccc4)CC(=O)N3[C@H]2CO)cc1 the results were IDE exosite inh 3.1.
For O=C(c1cc2c(c(-c3cccc(-c4ccc(F)cc4)c3)n1)[C@@H](CCO)N(C(=O)c1ccc3c(c1)OCO3)C2)N1CCOCC1 the results were IDE exosite inh -0.22.
Cc1noc(C)c1NC(=O)Nc1ccc2c(c1)C(=O)N(C)[C@H]1CC[C@@H](CC(=O)N[C@H]3CCN(Cc4ccccc4)C3)O[C@@H]1CO2 was read as IDE exosite inh -0.86.
CCN(C[C@H]1[C@@H](c2ccc(-c3ccccc3F)cc2)[C@@H](CO)N1C(C)=O)C(C)=O was read as IDE exosite inh 4.2.
For CCC(=O)N1[C@H](CO)[C@H](c2ccc(-c3cccc(OC)c3)cc2)[C@H]1CNC(C)=O the results were IDE exosite inh 1.2.
COc1ccccc1NC(=O)N1CC(=O)N2[C@H](CO)[C@H](c3ccc(-c4ccccc4)cc3)[C@@H]2C1 was read as IDE exosite inh 0.8.
Screening COCC(=O)NC[C@@H]1[C@H](c2ccccc2)[C@@H](CO)N1C(=O)c1ccccc1 returned IDE exosite inh 0.041.
Screening CCCC#Cc1ccc([C@H]2[C@@H](CO)N3CCCCN(Cc4ccncc4)C[C@H]23)cc1 returned IDE exosite inh -1.6.
O=C(NCC[C@H]1CC[C@@H](NC(=O)c2ccccc2F)[C@@H](CO)O1)c1cnccn1 was read as IDE exosite inh 1.3.
For CC(C)(O)C#Cc1ccc([C@H]2[C@@H](CO)N3CCCCN(C(=O)c4cccnc4)C[C@H]23)cc1 the results were IDE exosite inh 2.
For C/C=C/c1ccc([C@H]2[C@@H](C#N)N(C(=O)NC3CCCCC3)[C@H]2CO)cc1 the results were IDE exosite inh -0.11.
Screening C/C=C/c1ccc(C2[C@H]3CNC[C@@H]2N3C(=O)Nc2cccc(OC)c2)cc1 (some centres undefined) returned IDE exosite inh 5&0.28.
`C[C@@H]1CN([C@@H](C)CO)C(=O)Cc2cc(NS(=O)(=O)c3ccc(F)cc3)ccc2O[C@@H]1CN(C)Cc1ccncc1` gave IDE exosite inh 2.2.
`NCC[C@H]1CC[C@H](NC(=O)NC2CCCCC2)[C@H](CO)O1` gave IDE exosite inh -1.5.
`Cc1noc(C)c1NC(=O)Nc1ccc2c(c1)C(=O)N([C@H](C)CO)C[C@H](C)[C@H](CN(C)Cc1ccc3c(c1)OCO3)OCCCC[C@@H](C)O2` gave IDE exosite inh 2.
Screening C[C@H]1CN([C@@H](C)CO)C(=O)c2cccc(NS(C)(=O)=O)c2O[C@H]1CN(C)Cc1ccc(-c2ccccc2)cc1 returned IDE exosite inh -0.56.
For COc1cccc(CN2CC3(CCN(S(C)(=O)=O)CC3)c3c(n(C)c4cc(OC)ccc34)[C@H]2CO)c1 the results were IDE exosite inh -2.2.
Screening O=C(C1CCOCC1)N1CC(=O)N2[C@H](CO)[C@@H](c3ccc(C#CCc4ccccc4)cc3)[C@@H]2C1 returned IDE exosite inh -0.28.
`N#C[C@@H]1[C@@H](c2ccc(-c3ccccc3F)cc2)[C@@H](CO)N1C(=O)C1CC1` gave IDE exosite inh -5.9*.
CN1CCCCN2[C@@H](CO)[C@@H](c3ccc(-c4ccccc4)cc3)[C@@H]2C1 was read as IDE exosite inh 1.5.
`COCC#Cc1ccc([C@H]2[C@@H](CO)N3C(=O)CN(C(=O)Nc4ccccc4F)C[C@@H]23)cc1` gave IDE exosite inh -0.28.

The list is partial; rates above refer to the full screens.
